M4 antag: antagonists of human muscarinic M4 receptor (CHRM4); 0.73% of 360,000 active; CHO-hM4 cells, ACh EC80, Fluo-8 calcium fluorescence; inhibition, % at 3 µM; P08173; AID 624125;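 active = inhibition above its plate's cutoff, the mean inhibition of sample wells plus 3 SD, cut at about 27% in these data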;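 note: 0% = acetylcholine EC80 with DMSO and 100% = DMSO without agonist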
Target sequence (P08173 whole entry, looked up): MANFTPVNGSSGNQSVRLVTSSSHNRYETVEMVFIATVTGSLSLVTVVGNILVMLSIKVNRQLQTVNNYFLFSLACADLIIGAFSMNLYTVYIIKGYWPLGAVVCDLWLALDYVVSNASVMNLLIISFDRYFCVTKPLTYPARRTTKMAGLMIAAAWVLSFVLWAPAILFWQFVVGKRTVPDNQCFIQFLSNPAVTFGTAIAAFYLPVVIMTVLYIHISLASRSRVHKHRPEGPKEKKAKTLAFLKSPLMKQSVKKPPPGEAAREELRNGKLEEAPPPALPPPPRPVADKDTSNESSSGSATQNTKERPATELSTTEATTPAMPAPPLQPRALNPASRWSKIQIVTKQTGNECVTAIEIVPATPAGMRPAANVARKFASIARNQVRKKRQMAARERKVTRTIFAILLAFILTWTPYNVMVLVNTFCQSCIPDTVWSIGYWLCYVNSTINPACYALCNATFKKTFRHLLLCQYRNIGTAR
CHRM4 agonist: agonists of human muscarinic M4 receptor (CHRM4). P08173. activation, % at 3 µM. AID 624127. CHO-K1 hM4/Gqi5, Fluo-8 calcium fluorescence; vehicle 0%, full acetylcholine response 100%. 0.14% of 360,000 active;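 active = activation above the run mean over all test wells plus 3 SD, cut at about 32% in these data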;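 note: peak over basal fluorescence ratio per well then scaled between controls; 0% = DMSO wells and 100% = acetylcholine at EC100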
M5 ag: CHRM5 agonism in calcium assay | activation, % at 3 µM | CHO-K1 hM5 cells, Fluo-8 calcium fluorescence; 0% DMSO wells, 100% maximal acetylcholine response | 0.19% of 360,000 active;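 active = activation above the run's mean over test compounds plus 3 SD, cut at about 23% in these data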;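 note: signal is peak over basal fluorescence ratio across the kinetic read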
CHRM5 PAM: positive allosteric modulators of human muscarinic M5 receptor; activation, % at 3 µM; CHO-K1 hM5, Fluo-8 calcium, ACh EC20 PAM; 0% = ACh EC20, 100% = ACh EC100; P08912; 0.3% of 360,000 active; AID 624038;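 active = activation above the run cutoff, the mean activation of all test compounds plus 3 SD, cut at about 18% in these data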
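Assay system: CHO-K1 hM5 cells. Also added: acetylcholine at EC20 concentration, added after compound. Dosing: 3 µM, single dose. Times: compound preincubation 140 s before EC20 acetylcholine addition. Signal: Fluo-8 calcium fluorescence. Measure: % activation relative to EC20 and EC100 ACh responses. Repeats: singlicate, one well per test compound.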
M5 antag: blocks acetylcholine activation of human M5 receptor | AID 624040 | 0.59% of 360,000 active | CHO-hM5 cells, Fluo-8 calcium fluorescence, ACh EC80 | P08912 | inhibition, % at 3 µM;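 active = inhibition above a per-plate cutoff, the mean of that plate's test compounds plus 3 SD, cut at about 27% in these data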;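 note: 0% = acetylcholine EC80 with DMSO and 100% = DMSO without agonist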
CRFBP-R2 block: antagonists of CRF-binding protein/CRF-R2 receptor complex; HEK293 CRF-R2/CRF-BP, CRF-induced calcium fluorescence; AID 588475; 0.59% of 350,000 active; inhibition, % at 11.8 µM;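 active = inhibition of the ligand-induced calcium signal above about 50% at the single tested concentration, limit read from the data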
CHRM1 PAM: positive allosteric modulators of human M1 muscarinic receptor. P11229. CHO-K1 hM1, Fluo-8 calcium fluorescence, ACh EC20; 0% = ACh EC20, 100% = maximal ACh. activation, % at 3 µM. 0.088% of 360,000 active; in the data active = activation above about 19%, passing the limit was not always enough
Target sequence (P11229 whole entry, looked up): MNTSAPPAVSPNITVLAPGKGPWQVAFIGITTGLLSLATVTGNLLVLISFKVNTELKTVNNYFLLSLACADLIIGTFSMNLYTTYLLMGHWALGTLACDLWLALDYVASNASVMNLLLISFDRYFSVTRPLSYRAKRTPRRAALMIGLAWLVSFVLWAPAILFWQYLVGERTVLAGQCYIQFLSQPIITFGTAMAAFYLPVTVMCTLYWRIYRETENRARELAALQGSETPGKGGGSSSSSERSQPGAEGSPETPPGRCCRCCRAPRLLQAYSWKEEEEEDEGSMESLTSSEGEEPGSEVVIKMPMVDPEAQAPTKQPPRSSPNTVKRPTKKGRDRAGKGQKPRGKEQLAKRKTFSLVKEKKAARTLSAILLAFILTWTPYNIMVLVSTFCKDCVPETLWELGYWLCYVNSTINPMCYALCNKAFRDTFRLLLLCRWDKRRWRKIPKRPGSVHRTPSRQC
M4 PAM: CHRM4 positive allosteric modulation; P08173; CHO-K1 hM4/Gqi5, Fluo-8 calcium fluorescence, ACh EC20; 0% = ACh EC20, 100% = maximal ACh; activation, % at 3 µM; 0.4% of 360,000 active; AID 624126;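 active = activation above its plate's cutoff, the mean activation of sample wells plus 3 SD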; note: some results filed as inactive read as strong as hits
CRFBP-R2 agonist: agonists of human CRF-binding protein/CRF-R2 receptor complex | HEK293 CRF-R2/CRF-BP, calcium dye fluorescence (FLIPR); percent of saturating CRF peptide response | 0.46% of 350,000 active | activation, % at 13.2 µM;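 active = activation of at least 50%, plus an integration ratio under a set limit after plate pattern correction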;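 note: plate controls were neutral control wells without compound for no effect and CRF at EC100 for full effect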
An asterisk follows results filed as active; . = no result given.

SMILES | M4 antag | CHRM4 agonist | M5 ag | CHRM5 PAM | M5 antag | CRFBP-R2 block | CHRM1 PAM | M4 PAM | CRFBP-R2 agonist
CCC(C#CCN1CCCCC1)(CC)OCCC#N | 25.0 | 0.8 | -8.2 | -22.3 | 24.1 | 33.3 | -22.1 | -14.0 | 5.2
CC(C)CNS(=O)(=O)c1ccc(CCC(=O)N2CCOCC2)cc1 | 1.7 | 0.8 | -1.5 | 2.6 | -1.4 | 4.2 | 9.0 | 4.7 | 0.9
CCC(C)N(C(=O)CSc1nc(C)nc2ccccc12)C1CCS(=O)(=O)C1 (stereo unspecified) | -8.0 | 2.3 | 0.3 | 3.0 | 6.5 | 11.4 | 3.7 | 4.5 | -1.4
Cn1c(CN2CCCCC2)c(C#N)c2ccccc21 | 2.2 | -1.8 | -4.2 | 2.9 | -4.2 | -22.5 | 4.8 | 7.1 | -2.2
CCc1cc(=O)oc2c(C)c(OCC(=O)NCCCn3ccnc3)ccc12 | -15.4 | 0.5 | -4.6 | -2.1 | 2.9 | -3.1 | 4.2 | 8.5 | 1.1
Cc1cc(-c2nnc(SCC(=O)c3ccc(F)cc3)o2)no1 | -0.7 | 0.5 | 0.0 | -0.3 | 2.2 | -3.3 | 5.6 | -0.8 | 1.9
CC(C)NC(=O)CSCc1ccccc1Cl | 5.1 | 0.4 | 1.2 | 3.0 | -6.9 | 10.9 | 2.2 | 2.5 | -2.0
N#CC1=C(N)N2C(=C(C#N)C13CCCCC3)SC1CCCCC12O (stereo unspecified) | 14.6 | 8.3 | -6.2 | -2.7 | 4.8 | -6.4 | -8.9 | -2.1 | -0.3
COc1cc(C)ccc1S(=O)(=O)NC(=O)C1(C)CCN1C(=O)Cc1ccc(Cl)cc1Cl (stereo unspecified) | -0.3 | 1.0 | -0.8 | 0.3 | -0.5 | . | 3.0 | -1.4 | .
CC(C)C[C@H]1COc2cc(Br)ccc2S(=O)(=O)N1 | -5.0 | 0.3 | -1.9 | -5.8 | 3.7 | 3.3 | 6.4 | 4.0 | -1.5
O=C(CSc1ccc2c(c1)OCCO2)Nc1ncc(Cl)cc1Cl | -6.2 | 7.4 | 1.1 | -18.3 | 14.0 | -0.1 | 0.9 | -7.6 | -0.5
CC1=NN(c2ccccc2)C(=O)C1=C(C)C | -1.6 | 2.6 | -0.1 | -2.0 | 10.1 | -21.4 | 7.3 | 4.2 | 1.1
CCC(C)[C@H](NC(=O)[C@@H]1CSC2c3ccccc3C(=O)N21)C(=O)NCc1ccncc1 (stereo partly specified) | 11.4 | 0.0 | -2.0 | -1.6 | 2.6 | -0.1 | 4.6 | -0.9 | 0.1
c1csc(-c2nnc(COc3ncnc4sccc34)o2)c1 | -3.9 | 1.7 | 3.4 | 4.3 | -7.8 | 4.0 | -1.0 | -8.7 | -1.9
COc1cc(CN2CCC(C(=O)NCC(C)(C)CN(C)C)CC2)ccc1OCc1ccccc1 | -9.3 | 0.5 | -6.6 | -0.5 | -0.6 | -5.7 | 16.1 | -2.5 | -0.1
Cc1ccc(Cl)cc1N1CCN(S(=O)(=O)c2ccc3[nH]c(=O)c(=O)[nH]c3c2)CC1 | -1.8 | 0.1 | -3.4 | -4.1 | -3.8 | 31.6 | 6.5 | 1.6 | 0.1
COc1ccc(CCn2c(C)c(C(C)=O)c3cc(OC(=O)c4ccco4)ccc32)cc1OC | -0.9 | 1.3 | -8.0 | 2.3 | -1.4 | 16.4 | 1.4 | 3.7 | 6.3
COC(=O)CC/C(O)=C1/C(=N)CC(C)(C)CC1=O | -0.2 | 0.8 | -3.9 | 5.8 | -11.7 | -1.9 | -0.6 | 4.0 | -1.4
O=c1ccnc(SCn2nnc3ccccc3c2=O)[nH]1 | 3.8 | -0.3 | -1.4 | -2.2 | 1.8 | -4.4 | -2.5 | -2.8 | -1.2
C=CCn1ccc2c([N+](=O)[O-])cccc2c1=O | -7.4 | 1.2 | -1.4 | 2.6 | 0.7 | -4.4 | 7.2 | 4.5 | -0.1
COc1ccccc1C(=O)N1CCN=C1SCc1cccnc1 | 0.0 | 1.3 | -7.2 | 0.4 | -9.0 | 11.4 | 7.4 | 7.6 | 0.1
CCOC(=O)CC1=C(C(=O)OCC)C(c2ccc(C)o2)C(C#N)=C(N)O1 (stereo unspecified) | -16.2 | 1.3 | -2.3 | 5.4 | 1.2 | 28.3 | 1.3 | 8.8 | 0.7
Cc1ccc(OCCC(=O)Nc2ccc(F)c(Cl)c2)cc1 | 1.6 | 0.9 | -2.1 | -3.2 | -3.9 | -2.0 | 0.2 | -1.8 | 0.9
N#Cc1ccc(-n2nnc3ccccc3c2=O)c([N+](=O)[O-])c1 | -5.6 | 1.0 | 0.9 | 0.4 | 8.4 | 4.2 | 13.8 | 4.7 | -0.5
O=c1c2c3c(sc2n(CCN2CCCCC2)c(=O)n1Cc1ccco1)CCCCC3 | 2.3 | 0.3 | -4.2 | 0.8 | -4.8 | -58.3 | -9.2 | -6.6 | 0.9
COC(=O)CCCC1=CC2=C(c3ccccc3)C(=O)C(C)(OC(=O)C3CCCC3)C(=O)C2=CN1CCc1c[nH]c2ccccc12 (stereo unspecified) | 6.2 | 3.6 | -4.1 | 3.8 | 6.1 | -7.6 | -1.6 | 3.5 | 1.4
COC(=O)[C@]1(CC(C)C)N[C@H](c2ccc(-c3ccc(Cl)c(Cl)c3)cc2)[C@@H]2C(=O)N(C)C(=O)[C@@H]21 | -16.4 | 1.8 | 3.3 | 8.3 | 3.5 | -20.6 | 6.7 | -3.2 | 4.8
CC(=O)c1ccc(Nc2nc(-c3ccccc3)nc3ccccc23)cc1 | -5.1 | 5.9 | -2.5 | -4.0 | 2.9 | -5.6 | 4.6 | -1.3 | 2.5
Cn1c(=O)n(C)c2cc(CNC(=O)[C@H]3O[C@@H](n4ccc(=O)[nH]c4=O)[C@H](O)[C@@H]3O)ccc21 | -13.5 | 1.1 | 5.1 | 8.7 | -7.1 | . | 7.2 | 5.8 | .
Cc1cccc(-n2ccnc2SCC(=O)Nc2nccs2)c1C | -6.1 | 7.0 | 2.3 | -6.5 | -9.5 | 9.5 | 0.0 | -3.2 | 2.3
Cc1cc(=O)n2nc(N3CCC(C(=O)NCc4ccc(F)cc4)CC3)sc2n1 | 5.9 | 0.8 | -6.1 | 3.4 | 9.6 | 3.7 | -7.4 | -2.1 | -1.8
C=CCn1c(O)c(N=NC(=O)CNC(=O)c2cccs2)c2ccccc21 | 1.8 | 2.5 | -4.1 | 1.9 | -0.3 | -3.1 | -9.3 | -0.7 | -0.2
Cc1cc(C)cc(-n2nnc(C(=O)NCc3ccccc3Cl)c2N)c1 | -15.4 | -0.1 | -4.0 | 3.6 | -6.0 | -20.8 | 5.9 | 8.1 | 1.0
COc1ccc(C2CC(c3ccccc3)=NN2C(=O)COC(=O)c2cccc(O)c2)cc1 (stereo unspecified) | 1.0 | 1.9 | 3.2 | -1.1 | 6.4 | 45.1 | -3.1 | 0.4 | 9.8
Cc1nnc(SC(C)C(=O)N2CCc3ccccc32)s1 (stereo unspecified) | 7.2 | 0.0 | -5.3 | 0.7 | -3.1 | -3.7 | 2.2 | -2.7 | 1.5
Cc1ccc(C(=O)NCC(=O)OCC(=O)Nc2ccccc2[N+](=O)[O-])cc1 | 4.1 | 2.6 | -2.5 | -2.9 | 12.2 | -16.6 | -1.1 | 10.9 | 0.8
CC(C)NC(=O)C1(C)CSCC(=O)N1C1CCN(Cc2ccccc2)CC1 (stereo unspecified) | -6.5 | 0.7 | -0.4 | 12.9 | -16.0 | . | . | 17.1 | .
O=C(CN1C(=O)NC2(CCCC2)C1=O)Nc1cc(Cl)ccc1N1CCCCC1 | 5.2 | 1.3 | -1.4 | -10.3 | 13.8 | -29.2 | -1.9 | -4.5 | -2.2
Cc1cccc(NS(=O)(=O)c2ccc(C)c(C(=O)N(C)C)c2)c1 | -1.1 | 2.5 | 2.4 | 6.2 | -10.6 | 1.8 | 5.8 | 7.9 | 0.5
COc1ccc(CN(Cc2ccccn2)C(=O)CN2C(=O)COc3ccccc32)cc1 | 12.5 | 13.6 | 3.3 | -8.6 | 4.5 | 3.2 | -6.4 | -22.0 | -0.7
Cc1ccccc1OCC(=O)OCC(=O)NCc1cccs1 | -8.9 | 0.8 | -1.2 | -1.6 | 0.0 | -2.4 | 1.5 | 8.8 | -1.1
O=C(c1cc(C2CCCCN2S(=O)(=O)c2ccccc2)on1)N1CCOCC1 (stereo unspecified) | -5.2 | 0.6 | 0.1 | -2.3 | -0.2 | . | 13.1 | -2.5 | .
COc1ccc(CNC(=O)CCSCc2cccc(Cl)c2)c(OC)c1 | -5.7 | 1.3 | -3.7 | 4.4 | -2.8 | 9.1 | 4.8 | -3.2 | 0.4
Cc1cc(C(=O)Cn2ncc(Cl)c(Cl)c2=O)c(C)n1CC(F)(F)F | 7.6 | 0.2 | -0.7 | -0.1 | -1.3 | -15.9 | 8.7 | 0.6 | -2.7
Cc1nc(SC(C)C(=O)NCC2CCCO2)c2cc(-c3ccccc3)sc2n1 (stereo unspecified) | -24.0 | 2.5 | -1.0 | 8.6 | -6.3 | -1.8 | 0.8 | 1.8 | 1.3
Cc1cc(C=O)c(C)n1-c1ccc(NC2CCCCC2)c([N+](=O)[O-])c1 | -10.2 | 3.4 | -8.1 | -17.4 | -11.4 | -15.5 | -10.1 | -7.3 | -0.1
COCCN1C=C2C(=O)C(C)(OC(=O)CCC(=O)OC)C(=O)C=C2C=C1C1CC1 (stereo unspecified) | -1.8 | 1.8 | 1.4 | 8.4 | 5.5 | -2.0 | 9.5 | 4.9 | 1.4
CCc1nnc(NS(=O)(=O)c2ccc(NC(=O)Nc3ccc(OC)cc3)cc2)s1 | -0.8 | -0.8 | 3.5 | 13.9 | -0.5 | -3.7 | 9.8 | 0.7 | 0.3
Cc1nn(CC(=O)NCCCN2CCN(Cc3ccccc3)CC2)c(=O)c2cc(-c3ccccc3)nn12 | 6.3 | 6.2 | -2.5 | -8.1 | 10.2 | 1.6 | -8.2 | -10.2 | -0.6
COC(=O)c1ccccc1NC(=O)CNC(=O)c1ccc(OC)cc1 | -15.3 | 1.6 | 5.4 | 4.2 | -1.9 | 5.8 | 8.1 | 8.2 | -0.9
Cc1cc(C(=O)N/N=C/c2cccc(Cl)c2Cl)no1 | 4.8 | 0.9 | -7.6 | -5.8 | 3.4 | -3.8 | 2.7 | 0.3 | -0.3

4 successive records from above:
SMILES | M4 antag | CHRM4 agonist | M5 ag | CHRM5 PAM | M5 antag | CRFBP-R2 block | CHRM1 PAM | M4 PAM | CRFBP-R2 agonist
Cc1ccccc1OCC(=O)OCC(=O)NCc1cccs1 | -8.9 | 0.8 | -1.2 | -1.6 | 0.0 | -2.4 | 1.5 | 8.8 | -1.1
O=C(c1cc(C2CCCCN2S(=O)(=O)c2ccccc2)on1)N1CCOCC1 (stereo unspecified) | -5.2 | 0.6 | 0.1 | -2.3 | -0.2 | . | 13.1 | -2.5 | .
COc1ccc(CNC(=O)CCSCc2cccc(Cl)c2)c(OC)c1 | -5.7 | 1.3 | -3.7 | 4.4 | -2.8 | 9.1 | 4.8 | -3.2 | 0.4
Cc1cc(C(=O)Cn2ncc(Cl)c(Cl)c2=O)c(C)n1CC(F)(F)F | 7.6 | 0.2 | -0.7 | -0.1 | -1.3 | -15.9 | 8.7 | 0.6 | -2.7
